# Bioassay records from PubChem BioAssay.
# PRMT1 FP inh – inhibitors of human PRMT1. Q99873. recombinant PRMT1, activity-based probe fluorescence polarization. inhibition, % at 2.79 µM. 370,000 tested, 1.3% active;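 active means inhibition above about 21% made by adding two undisclosed values, limit read from the data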
# Target sequence (Q99873 whole entry, looked up): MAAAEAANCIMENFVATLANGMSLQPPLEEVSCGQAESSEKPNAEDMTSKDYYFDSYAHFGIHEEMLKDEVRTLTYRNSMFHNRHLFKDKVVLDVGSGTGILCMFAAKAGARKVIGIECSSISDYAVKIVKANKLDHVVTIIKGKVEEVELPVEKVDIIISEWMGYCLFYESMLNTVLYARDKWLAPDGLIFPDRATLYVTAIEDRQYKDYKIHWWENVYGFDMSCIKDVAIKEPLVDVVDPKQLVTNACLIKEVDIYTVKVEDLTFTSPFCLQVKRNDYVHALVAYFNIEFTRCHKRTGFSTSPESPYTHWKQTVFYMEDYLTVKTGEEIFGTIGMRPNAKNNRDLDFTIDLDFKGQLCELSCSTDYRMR
# TDP2 inh – blocks human TDP2 phosphodiesterase activity. 370,000 tested, 0.34% active. recombinant TDP2, T5PNP hydrolysis, p-nitrophenol absorbance 415 nm. inhibition, % at 12.8 µM. O95551;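 active means inhibition above the mean of all tested compounds plus 3 SD, set per campaign, cut at about 25% in these data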;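 further: 0% = DMSO with enzyme and 100% = buffer with substrate but no TDP2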
#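 Evaluation: % inhibition relative to enzyme-containing and enzyme-free wells. Material: recombinant human TDP2. Benchmarks: enzyme-free and DMSO wells. Timing: enzyme reaction with compound for 2 h at 37 °C. Compound dosing: 12.8 µM only. Measured by: p-Nitrophenol epi absorbance. Reagent: T5PNP substrate at 5 mM, a TopII-DNA adduct mimic. Replication: single well per compound.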
# SIAE inh – inhibitors of human sialic acid acetylesterase SIAE; SIAE FP-Rh probe binding, fluorescence polarization; inhibition, % at 9.66 µM; 370,000 tested, 0.69% active; Q9HAT2;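 active means inhibition above a cutoff: mean of compounds within the control limits plus 3 SD of those, cut at about 17% in these data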;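 further: 0% = plate median of compound wells and 100% = probe without SIAE protein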
# TCR-CD3 inh – inhibitors of human TCR-CD3 interaction. TAMRA-labeled TCR probe fluorescence, biochemical. inhibition, % at 9.4 µM. AID 651800. 360,000 tested, 0.37% active; in the data active means inhibition above about 19%;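 further: recombinant mutant TCR 2C K166C tagged with TAMRA read by polarization; 0% = receptor in buffer alone and 100% = receptor with positive control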
# mABHD4 FP – ABHD4 (mouse) inhibition, primary FP screen; purified mABHD4, FP-Rh probe fluorescence polarization; inhibition, % at 8.92 µM; AID 720543; 370,000 tested, 0.54% active; Q8VD66;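 active means inhibition exceeding the mean over every tested compound plus 3 SD, cut at about 30% in these data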;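 further: 0% = plate median of compound wells and 100% = S159A mutant with DMSO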
# Target sequence (Q8VD66 whole entry, looked up): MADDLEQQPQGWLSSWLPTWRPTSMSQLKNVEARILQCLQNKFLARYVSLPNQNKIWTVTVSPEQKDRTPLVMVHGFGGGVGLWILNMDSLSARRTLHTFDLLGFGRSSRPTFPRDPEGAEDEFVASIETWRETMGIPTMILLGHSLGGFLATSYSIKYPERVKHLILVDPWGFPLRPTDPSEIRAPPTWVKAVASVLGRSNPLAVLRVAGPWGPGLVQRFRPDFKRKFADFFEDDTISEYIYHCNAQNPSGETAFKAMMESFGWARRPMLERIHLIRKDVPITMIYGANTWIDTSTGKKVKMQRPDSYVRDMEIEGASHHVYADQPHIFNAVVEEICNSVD
#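 Assay system: mABHD4 protein; medium: HEPES pH 7.0, NaCl, Pluronic buffer; dosing: 8.92 µM, single dose; schedule: 45 min + 60 min at 25 °C; signal: FP readout, ex 525 nm / em 598 nm; read-out: normalized percent inhibition of probe labeling; repeats: single replicate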
# rCAG binder – r(CAG) repeat RNA binding; TO-PRO-1 dye displacement fluorescence; inhibition, % at 3 µM; 370,000 tested, 1.3% active;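 active means inhibition above the plate cutoff, the mean of all test compounds on that plate plus 3 SD, cut at about 35% in these data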;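 further: 0% = DMSO alone and 100% = 100 µM mitoxantrone as full dye displacement; higher means more dye released from RNA so lower well fluorescence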
# PG9 binder – small molecules binding HIV-1 gp120 antibody PG9 | inhibition, % at 6.7 µM | AID 624416 | TR-FRET gp120-PG9 antibody binding | 360,000 tested, 0.43% active; in the data active means inhibition above about 8.5%
# LEDGF integ inh – blocks HIV-1 LEDGF/p75-dependent DNA integration | TR-FRET IN-LEDGF/p75 DNA integration, Eu/Cy5 | 370,000 tested, 0.64% active | inhibition, % at 3.7 µM;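 active means inhibition above the screen-wide mean plus 3 SD, cut at about 13% in these data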;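 further: signal is the Cy5 over europium emission ratio at 671 and 618 nm; 0% = plate median of compound wells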
# NR1D1 modulator – modulates human Rev-erb alpha binding to DNA | Rev-erbα–FITC-DNA binding, fluorescence polarization, 90 min | activity, % at 10 µM | 370,000 tested, 0.79% active;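 active means activity above about 14%, limit read from the data; passing the limit was not always enough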;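 further: 0% = DMSO wells with 35 nM protein and 100% = DMSO wells with 750 nM protein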
# HTRA1 inh – HTRA1 (human) protease inhibition | Q92743 | recombinant HTRA1, FP-rhodamine activity-based probe, fluorescence polarization | inhibition, % at 5.96 µM | 340,000 tested, 0.5% active | AID 504803; in the data active means inhibition above about 36%;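 further: 0% = enzyme with DMSO and 100% = wells lacking enzyme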
# Starred values were filed as active, the others as inactive; nt = not tested or not shown; & = joins results of further samples. Not all compounds are listed. The share of hits here may be higher or lower than overall.
# Start of the listing, in advance:
no.	Structure	TCR-CD3 inh	rCAG binder	LEDGF integ inh	TDP2 inh	mABHD4 FP	PRMT1 FP inh	HTRA1 inh	SIAE inh	PG9 binder	NR1D1 modulator
1	CC(=O)Nc1ccc(NC(=O)COC(=O)CCCc2c[nH]c3ccccc23)cc1	2	5	0	-15	-5	-4	-1	6	-1.0	-1
2	O=C(CC(C(=O)O)c1ccc(Cl)cc1)c1ccccc1 (configuration not stated)	10	5	-3	-1	-5	-1	8	3	-0.1	-6
3	COc1ccc2c(c1)OC(=O)CC2c1ccccc1OC (configuration not stated)	1	8	-2	-5	-11	11	-7	-2	-0.6	8
4	CCC1Nc2ncnc(N3CCCCC3)c2N(Cc2ccc(C)cc2)C1=O (configuration not stated)	7&7	-5&2	0&3	-7&-3	-3&0	0&-3	-9	4&2	-1.5&-0.4	4&4
5	O=C(CN1CCN(S(=O)(=O)c2ccccc2)CC1)NC(=O)NC1CCCCC1	-7	-6	0	-6	-1	6	-1	1	0.5	-1
6	c1ccc(CN=C2Nc3ccccc3CS2)nc1	-2	-4	4	-4	0	5	-2	-4	0.5	0
7	C=CCNC(=S)NNC(=O)c1cc(-c2cccnc2)nc2ccccc12	-8	0	-1	3	1	1	-1	6	-1.9	-4
8	CCCNC(=O)c1cc(C2CCCN(C(=O)c3ccc4ccccc4c3)C2)on1 (configuration not stated)	1	3	0	-3	7	0	nt	2	1.5	0
9	COc1ccc(NC(=O)CSc2nc3ccccc3c(=O)n2CCCO)cn1	5	2	1	-3	0	-2	-1	4	-0.6	1
10	O=C(CNC(=O)c1cccc(Cl)c1)N/N=C/C=C/c1ccccc1	7	3	1	0	-4	0	-7	-10	0.4	1
11	O=C(N/N=C/c1cn(-c2ccccc2)nc1-c1cccnc1)c1ccccc1	4	-2	3	-5	-11	-1	-17	-14	-0.1	-3
12	O=[N+]([O-])c1ccc(N(c2ccccc2)c2ccccc2)cc1	6	7	5	-14	4	-1	-9	7	6.4	44*

# The whole of this part, from the first entry:
no.	Structure	TCR-CD3 inh	rCAG binder	LEDGF integ inh	TDP2 inh	mABHD4 FP	PRMT1 FP inh	HTRA1 inh	SIAE inh	PG9 binder	NR1D1 modulator
1	CC(=O)Nc1ccc(NC(=O)COC(=O)CCCc2c[nH]c3ccccc23)cc1	2	5	0	-15	-5	-4	-1	6	-1.0	-1
2	O=C(CC(C(=O)O)c1ccc(Cl)cc1)c1ccccc1 (configuration not stated)	10	5	-3	-1	-5	-1	8	3	-0.1	-6
3	COc1ccc2c(c1)OC(=O)CC2c1ccccc1OC (configuration not stated)	1	8	-2	-5	-11	11	-7	-2	-0.6	8
4	CCC1Nc2ncnc(N3CCCCC3)c2N(Cc2ccc(C)cc2)C1=O (configuration not stated)	7&7	-5&2	0&3	-7&-3	-3&0	0&-3	-9	4&2	-1.5&-0.4	4&4
5	O=C(CN1CCN(S(=O)(=O)c2ccccc2)CC1)NC(=O)NC1CCCCC1	-7	-6	0	-6	-1	6	-1	1	0.5	-1
6	c1ccc(CN=C2Nc3ccccc3CS2)nc1	-2	-4	4	-4	0	5	-2	-4	0.5	0
7	C=CCNC(=S)NNC(=O)c1cc(-c2cccnc2)nc2ccccc12	-8	0	-1	3	1	1	-1	6	-1.9	-4
8	CCCNC(=O)c1cc(C2CCCN(C(=O)c3ccc4ccccc4c3)C2)on1 (configuration not stated)	1	3	0	-3	7	0	nt	2	1.5	0
9	COc1ccc(NC(=O)CSc2nc3ccccc3c(=O)n2CCCO)cn1	5	2	1	-3	0	-2	-1	4	-0.6	1
10	O=C(CNC(=O)c1cccc(Cl)c1)N/N=C/C=C/c1ccccc1	7	3	1	0	-4	0	-7	-10	0.4	1
11	O=C(N/N=C/c1cn(-c2ccccc2)nc1-c1cccnc1)c1ccccc1	4	-2	3	-5	-11	-1	-17	-14	-0.1	-3
12	O=[N+]([O-])c1ccc(N(c2ccccc2)c2ccccc2)cc1	6	7	5	-14	4	-1	-9	7	6.4	44*
13	Nc1nonc1-n1nnc(C(=O)N/N=C/c2ccc(OCc3ccc(F)cc3)cc2)c1COc1ccccc1	-2	1	-4	8	5	-3	-5	-6	0.9	-4
14	COc1ccc(-c2csc(Nc3ccc(S(N)(=O)=O)cc3)n2)cc1	5	8	0	3	3	2	16	10	-0.9	-2
15	O=C1S/C(=C/c2ccc(N3CCOCC3)o2)C(=O)N1Cc1ccc(F)cc1	-1	2	-1	-19	1	5	5	1	-1.8	6
16	COc1cccc(NC(=O)C2CCCN2C(=O)NCc2ccccc2OC)c1 (configuration not stated)	nt	3	-3	-2	5	1	nt	1	nt	0
17	CCN(CC)S(=O)(=O)c1ccc(C(=O)Nc2ccc(C(F)(F)F)n(C)c2=O)cc1	-4	-2	1	6	-4	0	-4	2	0.4	4
18	COc1cc(C[C@@H](C)[C@@H](C)Cc2ccc(O)c(OC)c2)ccc1O	-2	-2	2	6	16	2	-10	2	0.2	7
19	COc1cccc(/C=C/c2nc(S(=O)(=O)c3ccccc3)c(N3CCC(C(N)=O)CC3)o2)c1	-4	3	-4	1	-2	5	-20	-5	-2.2	-8
20	COc1ccc(NC(=O)c2cc(C3CCCCN3C(=O)c3ccc(Cl)cc3)on2)c(C)c1 (configuration not stated)	-5	0	3	4	-6	-6	nt	0	0.3	-4
21	O=C(Oc1ccccc1OC(=O)N1CCOCC1)N1CCOCC1	3	0	1	2	15	-3	-3	2	-0.1	-3
22	O=C(/C=N/O)Nc1ccccc1	2	2	0	4	7	3	4	7	-0.5	-1
23	C[C@@H](OC(=O)c1[nH]cnc1C(=O)N1CCc2ccccc2C1)c1ccccc1	0	-8	1	-6	-2	-1	5	5	0.0	-2
24	O=C(/C=C/c1ccc(Br)o1)NCc1ccccc1	1	11	3	8	2	4	0	2	0.3	-28
25	CCCCN(C(=O)c1cc(S(=O)(=O)N2CCOCC2)ccc1N1CCOCC1)c1ccccc1	2	0	2	7	2	3	0	5	0.2	0
26	O=C(c1ccc(-c2ccccc2)cc1)C1CCCN(C(=O)c2cncs2)C1 (configuration not stated)	6	0	-1	-9	-7	5	-9	-6	-0.1	2
27	COc1cc(/C=C(\C#N)C(=O)Nc2ccccc2F)ccc1OCCN1CCOCC1	10	5	3	5	-4	2	-1	-8	-1.9	0
28	CC(OC(=O)/C=C/c1ccco1)C(=O)Nc1cccc([N+](=O)[O-])c1 (configuration not stated)	6	6	3	1	3	-1	0	3	0.0	3
29	CC(=O)Nc1ccc(S(=O)(=O)N(CC(=O)Nc2cc(C)on2)Cc2ccc(F)cc2)cc1	1	9	3	10	-2	-1	-1	-2	0.9	3
30	O=[N+]([O-])c1ccc(N=Cc2ccc(Br)c([N+](=O)[O-])c2)cc1	-7	-2	-2	-15	5	5	-4	3	-1.7	-3
31	COC(=O)c1ccccc1C(=O)N1CCCC(CCC(=O)NCc2ccc(F)c(F)c2)C1 (configuration not stated)	-3	-8	2	8	-5	5	-5	-12	0.8	-2
32	CCCCNCCOc1ccccc1-c1ccccc1	5	5	5	5	6	0	10	-1	-2.2	4
33	Cc1ccc(NC(=O)CN2C(=O)NC3(CCCC3)C2=O)cc1S(=O)(=O)N1CCCCC1	-5	1	-8	-7	-2	1	7	-1	-4.6	2
34	Cc1ccc(S(=O)(=O)NCC(=O)OCc2cc(=O)oc3c(C)c(C)ccc23)cc1C	8	4	1	1	-5	-3	-14	2	-0.3	-3
35	Cc1cccc(CCN(C(=O)c2csnn2)C(C(=O)NC2CCCC2)c2ccco2)c1 (configuration not stated)	5	-1	-1	-1	-9	-1	-10	-5	-0.3	-1
36	Oc1ccc(-c2n[nH]c(=S)n2Cc2ccco2)cc1	-6	3	1	1	3	5	3	2	0.3	2
37	CCOC(=O)Nc1nnc(/C=C/c2ccc(OC)cc2)s1	-4	8	-6	-5	9	3	-10	-5	-0.3	-2
38	Cc1ccccc1NCCC(=O)Nc1ccc(Cl)cc1	2	3	1	4	2	4	2	0	-0.6	-7
39	O=C(CN1C(=O)CCC1=O)NC(=O)NC1CCCC1	1	-5	-4	6	0	1	6	-1	-1.0	1
40	C=CCNC(=S)N/N=C(\C)c1cccnc1	-1	-3	-4	7	2	3	3	-1	1.7	-2
41	COC(=O)c1cccc(Cn2ccc3ccc(-c4ccc5ccn(C(=O)c6ccccc6OC)c5c4)cc32)c1	nt	13	5	-1	-14	-6	nt	-12	nt	34*
42	CC(OC(=O)c1cccc(S(=O)(=O)N2CCCC2)c1)C(=O)NC1CCCCC1C (configuration not stated)	-2	-10	0	5	-9	-1	-6	3	-0.5	-4
43	O=C(c1ccc(-n2cncn2)c([N+](=O)[O-])c1)N1CCN(S(=O)(=O)c2ccc(Br)cc2)CC1	-2	1	-1	-4	3	0	4	3	0.3	-3
44	NC(=S)N1CCCc2ccccc21	1	0	2	-3	11	0	-1	0	0.4	-6
45	Cn1c(-c2cnn(-c3ccccc3)c2-n2cccc2)n[nH]c1=S	5	-1	4	0	4	0	0	5	1.3	-1
46	Cc1nc2ccccn2c(=O)c1NC(=O)c1ccc(Br)o1	0	2	1	-12	0	-6	4	-3	-1.4	4
47	COc1cc(NC(=O)CCC(=O)OCCCC(F)(F)C(F)(F)F)nc(OC)n1	6	-7	0	-6	14	2	-3	2	-0.9	5
48	Cc1cc2occ(CC(=O)N(C)CC(=O)Nc3ccccc3Br)c2cc1C	0	-4	-2	4	0	0	-10	-1	0.1	-2
49	Cc1cc(NS(=O)(=O)c2c(C)c(C)cc(C)c2C)no1	4	4	-3	16	1	0	6	2	0.4	0
50	NC(=O)C1CCN(CC(=O)N2N=CCC2c2ccccc2)CC1 (configuration not stated)	-11	1	7	-5	-5	1	2	6	-1.2	-5
51	CN(C)c1ccc(C(=O)NCC(c2cccs2)N2CCOCC2)cc1[N+](=O)[O-] (configuration not stated)	-4	-1	-3	-9	-1	5	9	1	0.1	0
52	O=C(CSc1nnc(-c2ccncc2)o1)Nc1ccccc1C(F)(F)F	8	1	3	11	4	1	4	9	-0.9	1
53	O=C(Nc1ccc(Cl)cc1)OCc1cc(-c2ccccc2Cl)on1	-14	3	3	-5	-5	1	6	-11	0.0	7
54	CC1CCCCN1C(=O)COc1ccccc1F (configuration not stated)	6	-3	6	1	1	-3	3	2	-1.5	2
